mIAP act: mouse IAP activation | muIAP, CDP-Star luminescence, 30 min; active compounds read high; 1 = vehicle-only enzyme signal, 0 = enzyme-free wells | activation factor at 10 µM | hit rate 0.24% among 330,000 | AID 2805;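 active = activation factor of at least 2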; also: the source names both 10 and 20 µM as test concentration; values of inactives mirror those of a sister screen read the other way
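also added = chemiluminescent substrate CDP-Star | test system = mouse IAP enzyme | signal = chemiluminescence readout | compound = DMSO-dissolved test compounds | incubation = 30 min at room temperature | benchmarks = DMSO wells, no-enzyme wells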
A3G deaminase: inhibitors of human APOBEC3G DNA deaminase. hit rate 0.28% among 330,000. inhibition, % at 20 µM. AID 493012. recombinant A3G, ssDNA deamination FAM/TAMRA fluorescence;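 active = inhibition of at least 40% at 20 µM, with no more than 30% in the related APOBEC3A deaminase screen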;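 also: plate controls were DMSO wells with A3G for no effect and wells lacking A3G enzyme for full effect; some compounds called inactive have numbers as strong as hits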
Target sequence (Q9HC16 whole entry, looked up): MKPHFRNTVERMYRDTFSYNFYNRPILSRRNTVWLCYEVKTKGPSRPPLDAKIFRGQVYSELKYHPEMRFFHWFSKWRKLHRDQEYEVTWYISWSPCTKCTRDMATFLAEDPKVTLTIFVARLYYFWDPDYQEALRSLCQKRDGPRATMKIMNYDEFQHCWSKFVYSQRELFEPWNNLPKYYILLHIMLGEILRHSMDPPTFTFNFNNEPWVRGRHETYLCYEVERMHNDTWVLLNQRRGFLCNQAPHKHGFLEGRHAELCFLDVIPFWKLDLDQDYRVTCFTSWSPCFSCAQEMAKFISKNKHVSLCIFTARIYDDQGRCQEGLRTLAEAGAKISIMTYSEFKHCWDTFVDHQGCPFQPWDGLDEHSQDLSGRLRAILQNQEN
hIAP activ: increases human intestinal alkaline phosphatase activity; P09923; purified human IAP, CDP-Star luminescence, 30 min; active compounds read high; 1 = vehicle-only enzyme, 0 = enzyme-free background; activation factor at 10 µM; hit rate 0.16% among 330,000;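 active = activation factor of the enzyme at least 2-fold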; also: the source names both 10 and 20 µM as test concentration; values of inactives mirror those of a sister screen read the other way
ATG4B inh: blocks human ATG4B protease cleavage of LC3 substrate; Q9Y4P1; ATG4B cleavage of LC3-PLA2, NBD-HPC fluorescence, 1 h; inhibition, % at 8.33 µM; hit rate 0.51% among 340,000; AID 504462; in the data active = inhibition above about 40%
Target sequence (Q9Y4P1 whole entry, looked up): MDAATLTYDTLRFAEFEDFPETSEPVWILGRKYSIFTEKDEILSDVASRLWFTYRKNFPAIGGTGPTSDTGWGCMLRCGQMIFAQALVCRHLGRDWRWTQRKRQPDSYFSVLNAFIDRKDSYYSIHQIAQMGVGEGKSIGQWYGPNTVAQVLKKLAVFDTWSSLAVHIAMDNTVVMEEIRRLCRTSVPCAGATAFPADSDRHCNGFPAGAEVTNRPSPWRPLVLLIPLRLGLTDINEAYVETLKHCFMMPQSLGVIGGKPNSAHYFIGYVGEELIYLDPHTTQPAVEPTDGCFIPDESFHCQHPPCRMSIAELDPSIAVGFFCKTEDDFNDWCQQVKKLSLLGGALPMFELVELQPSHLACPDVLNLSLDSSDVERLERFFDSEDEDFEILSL
beta cell repl: induces beta-cell replication in MIN6 cells; hit rate 0.29% among 330,000; AID 2380; MIN6 cells proliferation, ATPlite luminescence, 48 h; cells starved in 0.2% serum; 100% = growth in 10% serum; proliferation, % at 10 µM;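 active = compounds whose signal lies at least 3.5 SD above the mean of all wells on their plate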;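 also: 0% = DMSO-treated cells in low-serum medium and 100% = 10% serum control; some compounds called inactive have numbers as strong as hits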
MPTP inh: blocks calcium-induced mitochondrial swelling. AID 602449. isolated mouse mitochondria, Ca2+ swelling absorbance, 30 min. hit rate 1.4% among 360,000. inhibition, % at 10 µM;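 active = inhibition of 50% or more, scaled per plate between neutral and stimulator controls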;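 also: 0% = DMSO wells given calcium and 100% = 1 mM EGTA wells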
mIAP inh: blocks mouse intestinal alkaline phosphatase. purified mouse IAP, CDP-Star luminescence, 30 min. inhibition, % at 10 µM. hit rate 0.2% among 330,000. AID 2806;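 active = inhibition of at least 40% at 10 µM in the primary screen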;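 also: plate controls were DMSO with enzyme for no effect and no enzyme wells for full effect; values of inactives mirror those of a sister screen read the other way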
APOBEC3A inh: inhibitors of human APOBEC3A DNA deaminase | P31941 | recombinant A3A, FAM/TAMRA ssDNA deamination fluorescence | inhibition, % at 20 µM | hit rate 0.41% among 330,000;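 active = at least 40% inhibition at 20 µM here, with at most 30% in a related deaminase screen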;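 also: plate controls were A3A with DMSO for no effect and wells lacking A3A enzyme for full effect; some results filed as inactive read as strong as hits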
Target sequence (P31941 whole entry, looked up): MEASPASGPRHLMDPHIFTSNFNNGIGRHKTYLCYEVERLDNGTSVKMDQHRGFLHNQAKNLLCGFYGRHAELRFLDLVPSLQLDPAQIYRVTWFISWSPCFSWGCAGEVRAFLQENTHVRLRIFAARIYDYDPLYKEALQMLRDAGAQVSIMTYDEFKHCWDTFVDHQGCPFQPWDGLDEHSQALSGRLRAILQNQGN
hIAP block: human IAP inhibition; P09923; inhibition, % at 10 µM; purified IAP, CDP-Star luminescence, 30 min; hit rate 0.12% among 330,000;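 active = inhibition reaching a set limit with compound at 10 µM in the primary screen, cut at about 35% in these data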;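 also: plate controls were DMSO wells with enzyme for no effect and no-enzyme buffer wells for full effect; values of inactives mirror those of a sister screen read the other way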
Numbers without * were called inactive.

What do the screens show for `O=[N+]([O-])c1ccccc1S(=O)(=O)N1CCN(Cc2ccsc2)CC1`?
mIAP act: 0.91; A3G deaminase: -5; hIAP activ: 0.97; ATG4B inh: 1; beta cell repl: 5; MPTP inh: -0.1; mIAP inh: 9; APOBEC3A inh: -3; hIAP block: 3

What do the screens show for `O=C(c1cc2ccccc2c(=O)o1)N1CCCc2ccccc21`?
mIAP act: 0.95; A3G deaminase: -11; hIAP activ: 1.1; ATG4B inh: -4; beta cell repl: 0; MPTP inh: -5.2; mIAP inh: 5; APOBEC3A inh: -1; hIAP block: -6

What do the screens show for `Cc1ccc(-c2nnc3ccc(SC(C)C(=O)O)nn23)cc1` (centres undefined)?
mIAP act: 1; A3G deaminase: -1; hIAP activ: 0.8; ATG4B inh: -13; beta cell repl: 1; MPTP inh: -1.5; mIAP inh: -3; APOBEC3A inh: -3; hIAP block: 20

How did CCc1ccc(C(=O)NN=C2CCCCCC2)s1 do in these assays?
mIAP act: 1.1; A3G deaminase: 0; hIAP activ: 0.98; ATG4B inh: -7; beta cell repl: 4; MPTP inh: 0.4; mIAP inh: -6; APOBEC3A inh: 2; hIAP block: 2

Results for COc1cccc(NC(=O)NCCc2ccc(Cl)cc2)c1 ?
mIAP act: 1.7; A3G deaminase: -9; hIAP activ: 1.2; ATG4B inh: 13; beta cell repl: -1; MPTP inh: 0.0; mIAP inh: -68; APOBEC3A inh: -2; hIAP block: -15

Results for O=C(/C=C/c1c(Cl)cccc1Cl)N1CCOCC1 ?
mIAP act: 1; A3G deaminase: -4; hIAP activ: 1.1; ATG4B inh: 5; beta cell repl: 1; MPTP inh: 0.1; mIAP inh: -4; APOBEC3A inh: -4; hIAP block: -8

How did O=c1c2ccccc2nc2c3ccccc3c(NCc3ccccn3)nn12 do in these assays?
mIAP act: 0.91; A3G deaminase: -4; hIAP activ: 0.78; ATG4B inh: 0; beta cell repl: -1; MPTP inh: 1.9; mIAP inh: 9; APOBEC3A inh: -1; hIAP block: 22

Results for CC(C)C(=O)Nc1ccc(S(=O)(=O)Nc2nccc(/C=C/c3ccccc3)n2)cc1 ?
mIAP act: 1; A3G deaminase: 0; hIAP activ: 1; ATG4B inh: 7; beta cell repl: 0; MPTP inh: -16; mIAP inh: 0; APOBEC3A inh: -2; hIAP block: -3

What do the screens show for `Cc1ccc(S(=O)(=O)N2CCCCC2)cc1NC(=O)COC(=O)Cc1ccc(Cl)cc1`?
mIAP act: 1; A3G deaminase: 0; hIAP activ: 0.79; ATG4B inh: -17; beta cell repl: 0; MPTP inh: 1.5; mIAP inh: -1; APOBEC3A inh: -2; hIAP block: 21

Results for O=C(N/N=C/c1ccc(O)cc1)/C(=C/c1ccc([N+](=O)[O-])cc1)NC(=O)c1ccccc1 ?
mIAP act: 0.94; A3G deaminase: -3; hIAP activ: 0.88; ATG4B inh: -15; beta cell repl: -4; MPTP inh: 0.0; mIAP inh: 6; APOBEC3A inh: 4; hIAP block: 12

Results for O=C(Nc1nccs1)[C@@H]1CC=C[C@@H]2CCN(Cc3ccccc3)C(=O)[C@@H]21 ?
mIAP act: 1; A3G deaminase: -4; hIAP activ: 0.97; ATG4B inh: 1; beta cell repl: 2; MPTP inh: -1.2; mIAP inh: -1; APOBEC3A inh: -2; hIAP block: 3

What do the screens show for `COc1ccc2nc(C)c3c(c2c1)OC(C(C)(Cl)Br)C3` (centres undefined)?
mIAP act: 0.97; A3G deaminase: -5; hIAP activ: 1; ATG4B inh: -1; beta cell repl: -5; MPTP inh: 3.4; mIAP inh: 3; APOBEC3A inh: 1; hIAP block: -2

Results for Cc1ccc(/C=N/NC(=O)C2CCN(Cc3ccc(F)cc3Cl)CC2)o1 ?
mIAP act: 1.1; A3G deaminase: -1; hIAP activ: 0.96; ATG4B inh: 0; beta cell repl: 4; MPTP inh: -3.0; mIAP inh: -7; APOBEC3A inh: 0; hIAP block: 4

What do the screens show for `O=C(Nc1cccnc1)c1cccc(S(=O)(=O)N2CCc3ccccc32)c1`?
mIAP act: 0.91; A3G deaminase: -10; hIAP activ: 0.98; ATG4B inh: -11; beta cell repl: -2; MPTP inh: -1.0; mIAP inh: 9; APOBEC3A inh: -3; hIAP block: 2

Results for CCOc1cc(C(N)=O)cc(Cl)c1OCc1ccccc1 ?
mIAP act: 1; A3G deaminase: -8; hIAP activ: 0.86; ATG4B inh: 49*; beta cell repl: 0; MPTP inh: 0.0; mIAP inh: -1; APOBEC3A inh: -1; hIAP block: 14

What do the screens show for `COc1ccc(N2C(=O)CC(SCC(=O)O)C2=O)cc1` (centres undefined)?
mIAP act: 0.96; A3G deaminase: -3; hIAP activ: 0.97; ATG4B inh: 0; beta cell repl: 1; MPTP inh: 2.6; mIAP inh: 4; APOBEC3A inh: -1; hIAP block: 3

How did CCOC(=O)CSc1nc2c(sc3ccc([N+](=O)[O-])cc32)c(=O)n1Cc1ccco1 do in these assays?
mIAP act: 0.85; A3G deaminase: 1; hIAP activ: 1; ATG4B inh: 2; beta cell repl: 0; MPTP inh: 1.8; mIAP inh: 15; APOBEC3A inh: 2; hIAP block: 0

Results for O=C1CN(C(=O)CSc2nnc(C3CC3)n2-c2ccccc2)c2ccccc2N1 ?
mIAP act: 1; A3G deaminase: -5; hIAP activ: 1.3; ATG4B inh: -5; beta cell repl: 0; MPTP inh: -2.0; mIAP inh: -1; APOBEC3A inh: 1; hIAP block: -29

How did CCn1cc(C(=O)N(C)c2ccc(OC)cc2)c2cc(OC)c(OC)cc2c1=O do in these assays?
mIAP act: 1.1; A3G deaminase: 2; hIAP activ: 1.1; ATG4B inh: -8; beta cell repl: 0; MPTP inh: 1.9; mIAP inh: -9; APOBEC3A inh: 4; hIAP block: -6

Results for CC1CCc2c(C(=O)Nc3ccc(N4CCOCC4)cc3)csc2C1 (centres undefined) ?
mIAP act: 1.1; A3G deaminase: -2; hIAP activ: 0.99; ATG4B inh: 3; beta cell repl: -4; MPTP inh: 0.0; mIAP inh: -15; APOBEC3A inh: 0; hIAP block: 1

Results for O=C(NCC(=O)N1CCc2ccccc2C1)c1ccc(Cl)cc1Cl ?
mIAP act: 0.95; A3G deaminase: -5; hIAP activ: 1; ATG4B inh: -9; beta cell repl: -3; MPTP inh: 0.0; mIAP inh: 5; APOBEC3A inh: -6; hIAP block: -4

Results for Cc1cc(C)c(NC(=O)CN(C)C(=O)CNC(=O)c2cccs2)c(C)c1 ?
mIAP act: 1; A3G deaminase: -3; hIAP activ: 1; ATG4B inh: -5; beta cell repl: 1; MPTP inh: -1.2; mIAP inh: -4; APOBEC3A inh: -2; hIAP block: -2

Results for O=C(O)c1ccc2c(c1)N(Cc1cccc(F)c1)C(=O)CS2 ?
mIAP act: 1; A3G deaminase: 2; hIAP activ: 0.92; ATG4B inh: -9; beta cell repl: 1; MPTP inh: 0.4; mIAP inh: -2; APOBEC3A inh: 1; hIAP block: 8

Results for CCOC(=O)c1c(-c2ccc(OC)cc2)csc1NC(=O)COc1ccc2c(C)cc(=O)oc2c1 ?
mIAP act: 0.88; A3G deaminase: -3; hIAP activ: 0.97; ATG4B inh: 0; beta cell repl: -2; MPTP inh: 1.0; mIAP inh: 12; APOBEC3A inh: 0; hIAP block: 3

What do the screens show for `COc1ccc(NC(=O)C2CC(=O)n3cnnc3S2)cc1` (centres undefined)?
mIAP act: 0.86; A3G deaminase: 28; hIAP activ: 1.1; ATG4B inh: -6; beta cell repl: -7; MPTP inh: -1.1; mIAP inh: 14; APOBEC3A inh: -3; hIAP block: -9

What do the screens show for `CCCC(=O)OCC(=O)NCc1ccc(Cl)cc1`?
mIAP act: 1; A3G deaminase: 0; hIAP activ: 0.99; ATG4B inh: 1; beta cell repl: -2; MPTP inh: -0.5; mIAP inh: -3; APOBEC3A inh: 4; hIAP block: 1

How did COc1ccc(N2CCN(C(=O)c3ccc4c(c3)CCN4S(=O)(=O)c3ccccc3)CC2)cc1 do in these assays?
mIAP act: 0.94; A3G deaminase: -3; hIAP activ: 0.92; ATG4B inh: -6; beta cell repl: -2; MPTP inh: 0.0; mIAP inh: 6; APOBEC3A inh: -3; hIAP block: 8

How did Cn1nnnc1Sc1ncnc2scc(-c3cc4ccccc4o3)c12 do in these assays?
mIAP act: 0.91; A3G deaminase: -7; hIAP activ: 1.1; ATG4B inh: 3; beta cell repl: -7; MPTP inh: -0.9; mIAP inh: 9; APOBEC3A inh: -3; hIAP block: -6

Results for CC(C)(C)OC(=O)C[C@H]1C/C=C\C[C@H](CC(=O)N[C@H](CO)Cc2ccccc2)C(=O)N[C@@H](Cc2ccccc2)COC1=O ?
mIAP act: 1; A3G deaminase: -7; hIAP activ: 1.1; ATG4B inh: 4; beta cell repl: -1; MPTP inh: 3.0; mIAP inh: -1; APOBEC3A inh: 0; hIAP block: -12

How did Cc1cc(C)cc(-n2c(=O)c3sccc3n(CC(=O)NCc3ccco3)c2=O)c1 do in these assays?
mIAP act: 0.9; A3G deaminase: -3; hIAP activ: 0.84; ATG4B inh: -2; beta cell repl: 4; MPTP inh: -1.4; mIAP inh: 10; APOBEC3A inh: 0; hIAP block: 16

How did CC(=O)OCCC(NS(=O)(=O)OCC(Cl)(Cl)Cl)c1ccccc1 (centres undefined) do in these assays?
mIAP act: 1.1; A3G deaminase: -11; hIAP activ: 1.1; ATG4B inh: 2; beta cell repl: 3; MPTP inh: -1.2; mIAP inh: -10; APOBEC3A inh: -3; hIAP block: -8

What do the screens show for `COCCCNC(=S)NC(=O)c1ccc(C)cc1`?
mIAP act: 0.95; A3G deaminase: -4; hIAP activ: 1.1; ATG4B inh: -8; beta cell repl: 1; MPTP inh: 0.2; mIAP inh: 4; APOBEC3A inh: -5; hIAP block: -5

What do the screens show for `O=C(Nc1ccc(NC(=O)C2CC2)nc1)c1ccccc1F`?
mIAP act: 0.93; A3G deaminase: -6; hIAP activ: 0.88; ATG4B inh: -7; beta cell repl: -3; MPTP inh: -0.9; mIAP inh: 7; APOBEC3A inh: -1; hIAP block: 12

As a short view, five of the compounds above.
How did COc1ccc(N2CCN(C(=O)c3ccc4c(c3)CCN4S(=O)(=O)c3ccccc3)CC2)cc1 do in these assays?
mIAP act: 0.94; A3G deaminase: -3; hIAP activ: 0.92; ATG4B inh: -6; beta cell repl: -2; MPTP inh: 0.0; mIAP inh: 6; APOBEC3A inh: -3; hIAP block: 8

How did Cn1nnnc1Sc1ncnc2scc(-c3cc4ccccc4o3)c12 do in these assays?
mIAP act: 0.91; A3G deaminase: -7; hIAP activ: 1.1; ATG4B inh: 3; beta cell repl: -7; MPTP inh: -0.9; mIAP inh: 9; APOBEC3A inh: -3; hIAP block: -6

Results for CC(C)(C)OC(=O)C[C@H]1C/C=C\C[C@H](CC(=O)N[C@H](CO)Cc2ccccc2)C(=O)N[C@@H](Cc2ccccc2)COC1=O ?
mIAP act: 1; A3G deaminase: -7; hIAP activ: 1.1; ATG4B inh: 4; beta cell repl: -1; MPTP inh: 3.0; mIAP inh: -1; APOBEC3A inh: 0; hIAP block: -12

How did Cc1cc(C)cc(-n2c(=O)c3sccc3n(CC(=O)NCc3ccco3)c2=O)c1 do in these assays?
mIAP act: 0.9; A3G deaminase: -3; hIAP activ: 0.84; ATG4B inh: -2; beta cell repl: 4; MPTP inh: -1.4; mIAP inh: 10; APOBEC3A inh: 0; hIAP block: 16

How did CC(=O)OCCC(NS(=O)(=O)OCC(Cl)(Cl)Cl)c1ccccc1 (centres undefined) do in these assays?
mIAP act: 1.1; A3G deaminase: -11; hIAP activ: 1.1; ATG4B inh: 2; beta cell repl: 3; MPTP inh: -1.2; mIAP inh: -10; APOBEC3A inh: -3; hIAP block: -8
